Cardiac RTF inh = cardiac RTF calcium desensitization. inhibition, % at 7.15 µM. AID 493244. P19429+P45379. IANBD-labeled cardiac RTF, Ca2+ fluorescence. hit rate 0.12% among 340,000;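 active means inhibition above the mean inhibition of all tested compounds plus 3 SD, cut at about 17% in these data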;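 further: assay run at fixed EC70 calcium of 1.6 mM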
LANA DNA inh = blocks KSHV LANA C-terminal domain binding to DNA. MBP-C-LANA/FAM-LBS DNA binding, fluorescence polarization. inhibition, % at 9 µM. hit rate 0.078% among 340,000;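 active means highest replicate inhibition at or above 60% at 9 µM, even if other replicates fall short; inactive means all replicates below 60% inhibition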;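 further: 0% = neutral control wells and 100% = 4 µM acridine orange control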
DSG3 Ab inh = human desmoglein-3 autoantibody binding inhibition; P32926; DSG3-coupled beads, scFv-anti-DSG3-GFP binding, flow cytometry; active compounds read low; binding (percent of control), % at 10 µM; hit rate 0.48% among 310,000;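 active means binding more than 3 SD below its plate's average and above zero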;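 further: hits lower antibody fragment binding to DSG3; some compounds called inactive have numbers as strong as hits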
Target sequence (P32926 whole entry, looked up, the tested form may be a part): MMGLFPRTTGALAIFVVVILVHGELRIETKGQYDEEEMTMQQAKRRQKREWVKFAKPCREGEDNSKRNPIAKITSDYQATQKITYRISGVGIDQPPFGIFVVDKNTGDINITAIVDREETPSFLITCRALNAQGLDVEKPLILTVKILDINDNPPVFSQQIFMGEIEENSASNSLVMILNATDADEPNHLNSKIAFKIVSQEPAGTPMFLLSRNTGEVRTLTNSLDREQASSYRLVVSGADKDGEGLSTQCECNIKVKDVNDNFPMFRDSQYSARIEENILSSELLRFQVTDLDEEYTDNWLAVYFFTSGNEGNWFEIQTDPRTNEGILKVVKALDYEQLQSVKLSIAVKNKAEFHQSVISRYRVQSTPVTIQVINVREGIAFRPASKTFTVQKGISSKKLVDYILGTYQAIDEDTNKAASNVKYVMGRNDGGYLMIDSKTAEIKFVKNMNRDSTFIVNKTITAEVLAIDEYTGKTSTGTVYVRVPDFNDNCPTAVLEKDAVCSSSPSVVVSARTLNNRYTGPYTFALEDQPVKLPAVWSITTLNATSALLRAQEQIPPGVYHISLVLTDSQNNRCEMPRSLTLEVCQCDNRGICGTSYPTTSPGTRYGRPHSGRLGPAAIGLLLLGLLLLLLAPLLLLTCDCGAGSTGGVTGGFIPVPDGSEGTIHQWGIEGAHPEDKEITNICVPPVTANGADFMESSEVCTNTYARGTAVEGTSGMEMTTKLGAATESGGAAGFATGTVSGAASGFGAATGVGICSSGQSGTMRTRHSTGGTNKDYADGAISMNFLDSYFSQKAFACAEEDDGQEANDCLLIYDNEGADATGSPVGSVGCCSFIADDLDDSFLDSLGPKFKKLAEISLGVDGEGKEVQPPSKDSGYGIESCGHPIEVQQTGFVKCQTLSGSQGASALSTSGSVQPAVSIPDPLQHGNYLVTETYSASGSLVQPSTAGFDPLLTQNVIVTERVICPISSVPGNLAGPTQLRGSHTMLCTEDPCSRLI
OPRM1-OPRD1 ag = OPRM1-OPRD1 heterodimerization agonism; P35372+P41143; cells, luminescence; activation, % at 9.3 µM; hit rate 0.3% among 340,000; in the data active means activation above about 18%;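 further: 0% = vehicle-treated cells and 100% = reference agonist; values of inactives mirror those of a sister screen read the other way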
Keap1-Nrf2 PPI = Keap1-Nrf2 (human) interaction inhibition | AID 504523 | Keap1 Kelch-Nrf2 peptide fluorescence polarization, 1536-well | inhibition, % at 9.4 µM | hit rate 0.15% among 340,000; in the data active means inhibition above about 12%;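 further: human Keap1 Kelch domain with fluorescein labeled Nrf2 9mer peptide probe; 0% = neutral control wells and 100% = peptide positive control; higher means more block of Keap1 binding to Nrf2 peptide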
Arr AP2 block = blocks beta-arrestin peptide binding to AP2 adaptin; inhibition, % at 10 µM; FITC-arrestin peptide / GST-AP2 beads, flow cytometry; AP2 beta2 appendage carries R879A mutation; hit rate 0.31% among 340,000; AID 504490;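 active means inhibition above a set limit, near 3 SD of compounds lacking own fluorescence, cut at about 54% in these data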;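 further: plate controls were DMSO wells for no effect and 5 µM unlabelled arrestin peptide for full effect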
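Material – GST-tagged AP2 beta2-adaptin appendage (R879A) on 4 µm glutathione beads · Probe or stimulus – fluorescein-tagged arrestin peptide at 50 nM final · Timing – 12 min plus 1 h, RT · Detection – bead flow cytometry, FITC channel · Read-out basis – inhibition as reduced fluorescein signal on beads, percent · Medium – PBS plus Tween 20 (0.05%) and BSA (0.1%)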
Wnt act = activators of Wnt/beta-catenin signaling. Wnt/beta-catenin reporter cell assay, activator, plate reader. AID 743398. activation, % at 9.35 µM. hit rate 1.2% among 300,000; in the data active means activation above about 30%, passing the limit was not always enough;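 further: 0% = neutral control wells and 100% = positive control wells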
cardiac RTF act = cardiac RTF calcium sensitization | P19429+P45379 | IANBD-labeled TnC RTF fluorescence at EC20 calcium; 0% EC20 calcium, 100% full calcium | activation, % at 7.2 µM | hit rate 0.24% among 340,000 | AID 493008;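 active means activation above the mean over all tested compounds plus 3 SD, cut at about 30% in these data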;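 further: rise in fluorescence read as greater calcium sensitivity of cardiac thin filaments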
V-ATPase pH = regulators of yeast V-ATPase proton transport; S. cerevisiae, pHLuorin cytosolic pH fluorescence; response, % at 10 µM; hit rate 0.37% among 350,000; AID 504577; in the data active means response mostly above about 7.3%, no sharp cut-off; inactive means mostly below about 5.4%; further: actives read high; inactives centre near 0; some compounds called inactive have numbers as strong as hits; reference of the scale not given here
OPRM1-OPRD1 inv = mu-delta opioid heterodimer inverse agonism. P35372+P41143. cell-based MOR-DOR heterodimer luminescence. inhibition, % at 9.3 µM. hit rate 0.21% among 340,000; in the data active means inhibition above about 22%, passing the limit was not always enough;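 further: 0% = cells with DMSO and 100% = wells without cells with DMSO; values of inactives mirror those of a sister screen read the other way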
* marks the source's active call; other numbers are inactive results; / = not tested or not shown. Compounds as they come; about 3.1% have a hit in one of these screens.

SMILES | Cardiac RTF inh | LANA DNA inh | DSG3 Ab inh | OPRM1-OPRD1 ag | Keap1-Nrf2 PPI | Arr AP2 block | Wnt act | cardiac RTF act | V-ATPase pH | OPRM1-OPRD1 inv
CCOc1ccccc1C1c2[nH]c3ccccc3c2C[C@H]2C(=O)N(C3CCN(Cc4ccccc4)CC3)CC(=O)N12 (some centres undefined) | 3 | 3.3 | 97 | -1.0 | 0 | 30 | -3 | -5 | -4 | 5
CC(=O)N/C(=C\c1ccc(F)cc1)C(=O)OC(C)C | -7 | 0.5 | 101 | -0.6 | 4 | 6 | 1 | -6 | -3 | 3
CC(C(=O)Nc1cccc(C#N)c1)N(C)CCOc1ccccc1 (centres undefined) | 3 | -1.0 | / | -0.4 | -1 | 7 | 0 | -3 | -1 | 3
Cc1nn(-c2ccccc2)c(C)c1NC(=O)COC(=O)c1ccccc1OC(F)F | -2 | -1.1 | 93 | -2.3 | -4 | 12 | 2 | -3 | -1 | 12
C/C(=N\NC(=O)Cn1nc(C)c([N+](=O)[O-])c1C)c1ccc(O)cc1 | 1 | -0.7 | 100 | -2.4 | -3 | 48 | 0 | 0 | -2 | 12
CCc1cccc(OCCCN2C(=O)NC(C)(C)C2=O)c1 | -1 | -2.3 | 99 | -1.1 | -5 | 3 | 0 | 7 | 5 | 6
Cc1cc(C)nc(NS(=O)(=O)c2ccc(N/C=C\C(=O)c3ccc(Cl)cc3)cc2)n1 | -13 | 0.5 | 88 | 5.6 | -4 | -4 | / | 5 | 0 | -31
CC1CCN(c2ccccc2NC(=S)NC(=O)c2ccco2)CC1 | -10 | 1.7 | 98 | 1.1 | 3 | -8 | / | 6 | / | -6
CC(C)(C)OC(=O)NCc1ccc(CNC(=O)c2[nH]cnc2C(=O)N[C@@H](Cc2ccccc2)C(=O)OC(C)(C)C)cc1 | -5 | -0.2 | 96 | 1.7 | -5 | -10 | -16 | -6 | 0 | -10
Nc1nonc1-n1nnc(C(=O)N/N=C/c2ccccc2Cl)c1CSc1ccccc1 | / | / | 106 | / | / | 13 | 3 | / | 0 | /
O=[N+]([O-])c1cccc(-c2nc3ccccc3s/c2=N/O)c1 | 0 | -0.1 | 97 | 0.9 | 1 | 0 | 2 | -6 | -2 | -5
O=C(CN1C(=O)c2ccccc2S1(=O)=O)c1ccc(F)cc1 | -2 | -3.2 | 103 | -2.0 | -1 | 10 | -4 | 4 | -1 | 10
COC(=O)c1ccc(NC(=O)Nc2ccccc2F)cc1 | -25 | -0.1 | 94 | 4.8 | -6 | -10 | -3 | -4 | 0 | -34
Cc1cccc(C)c1NC(=O)CCCCCNS(=O)(=O)c1ccccc1 | -6 | -0.3 | 101 | -0.9 | -3 | 8 | -1 | 5 | 0 | 4
Cc1onc(-c2ccc(Cl)cc2Cl)c1C(=O)/C=C/N(C)C | -5 | 30 | 102 | -0.2 | 0 | 16 | -1 | 0 | -4 | 1
O=C(CNC(=O)c1ccccc1F)OCCOc1cccc(Cl)c1 | -13 | -0.4 | 88 | -0.4 | 5 | -9 | 1 | 1 | 4 | 2
CCn1c(=O)c(C(=O)CN2CCN(S(=O)(=O)c3ccccc3)CC2)c(N)n(Cc2ccccc2)c1=O | 1 | 2.5 | 106 | -1.4 | 1 | 8 | -1 | 1 | -2 | 7
Clc1ccc(-c2csc(-c3cccnc3)n2)s1 | -8 | 0.7 | 125 | -0.8 | -1 | 2 | 9 | 5 | 1 | 4
S=C(NCCc1ccccc1)Nc1ccc(Br)cc1 | -9 | 0.0 | 92 | 4.0 | -3 | 30 | -4 | 1 | 0 | -21
O=C(NNC(=O)C1CCN(S(=O)(=O)c2ccc(Cl)cc2)CC1)c1ccccc1 | 7 | -1.5 | 126 | -0.1 | -2 | 5 | 0 | 9 | 1 | 0
O=C(N(c1ccccc1)c1ccccc1)n1ccnc1 | 0 | -0.4 | 104 | -3.3 | -7 | -1 | / | 2 | -5 | 15
CC(=O)CCC1C2C(O)C(C(C)C)C(OC(=O)/C=C/c3ccccc3)CC12C (centres undefined) | 4 | -0.6 | 97 | 2.3 | 0 | -4 | -3 | 4 | -8 | -13
CC(=O)NC1=NN(C(C)=O)C(C)(c2ccc(C)cc2)S1 (centres undefined) | -11 | 0.6 | 130 | -0.3 | 2 | -8 | -1 | 6 | 2 | 2
CSc1ccc(S(=O)(=O)NCC(=O)OCC(=O)NC2(C#N)CCCCC2)cc1[N+](=O)[O-] | -20 | -0.3 | 103 | 0.3 | -4 | 3 | / | 3 | 1 | -2
COc1ccc2nc(SCC(=O)NCC3CCCO3)c(C#N)cc2c1 (centres undefined) | 1 | -1.9 | 110 | -4.0 | 0 | 2 | 5 | 1 | 1 | 21
CC(Oc1ccc(Cl)cc1Cl)C(=O)Nc1ccncc1 (centres undefined) | 3 | 0.2 | 101 | -0.4 | -2 | 9 | / | 5 | 3 | 2
O=C(CNC(=O)c1cccs1)OCC(=O)c1ccc2ccccc2c1 | -6 | 0.1 | / | -3.4 | 2 | -8 | -2 | 3 | 0 | 21
O=C(c1cccc(F)c1)N1CCN(c2ccc([N+](=O)[O-])c(N3CCCCC3)c2)CC1 | -7 | 1.0 | 103 | -2.0 | 2 | -2 | / | 2 | -4 | 11
CCCn1c(N2CCN(Cc3cccc(C)c3)CC2)nc2c1c(=O)[nH]c(=O)n2C | -5 | 0.0 | 110 | 0.6 | -2 | 2 | -4 | 1 | -3 | -3
CCOc1ccc2ccccc2c1/C=N/NC(=O)c1c(C)cc(C)[nH]c1=O | 0 | 2.1 | 115 | -2.9 | -3 | 9 | 1 | 7 | 0 | 14
CCOc1ccc(C(c2c(NC(=O)c3ccccc3)sc(C)c2C)N2CCN(CCO)CC2)cc1 (centres undefined) | -14 | -0.8 | 112 | 2.4 | -3 | 8 | -11 | -1 | -3 | -12
O=C(Cc1cccc(NC(=O)C2CCCN(C(=O)CCc3ccccc3)C2)c1)Nc1cccc(C(=O)N2CCCC2)c1 (centres undefined) | 3 | 2.3 | 101 | 2.5 | 7 | 18 | -1 | -6 | -6 | -14
CCOC(=O)Cc1c[nH]c2ccc([N+](=O)[O-])cc12 | 5 | -0.1 | 98 | -1.5 | 3 | 8 | -2 | 1 | 4 | 8
Cc1ccccc1NC(=O)NC1(C(=O)N2CCC(C(N)=O)CC2)CCCCC1 | -7 | -1.8 | 96 | -1.6 | 3 | -3 | -1 | -5 | 2 | 10
COc1nc(C)cc(C)c1S(=O)(=O)c1ccccc1 | 0 | -2.0 | 109 | -3.1 | 0 | 20 | 1 | -7 | -4 | 15
CCC(C)c1ccc(OCC(=O)Nc2ccc3c(c2)C(=O)NC3=O)cc1 (centres undefined) | -4 | -1.4 | / | 2.3 | 2 | 9 | 0 | 4 | 3 | -13
O=C(COc1cc(F)ccc1[N+](=O)[O-])Nc1cc(S(=O)(=O)N2CCCC2)ccc1Cl | 8 | 0.1 | 99 | -0.3 | -1 | -4 | 0 | -6 | 5 | 1
CCC1=NN(C(=O)c2ccc(C)cc2)C(O)(c2ccc(Br)cc2)C1 (centres undefined) | -2 | 0.7 | 125 | 7.0 | -2 | 8 | 5 | 0 | 2 | -37
C#CC(CC)(CC)NC(=S)Nc1ccc(S(N)(=O)=O)cc1 | -8 | 1.5 | 100 | 1.1 | -2 | -13 | / | 6 | 4 | -6
Cc1cccc(NC(=S)N2CCN(C(=O)C3CCCO3)CC2)c1 (centres undefined) | -6 | 0.6 | / | 1.1 | -5 | -9 | / | 1 | 0 | -6
COc1ccc(CN2C(=O)c3ccccc3C2=O)cc1C(=O)O | -12 | -2.6 | 96 | -1.1 | -5 | 10 | 1 | -4 | 1 | 5
O=C(C1CCCCN1S(=O)(=O)c1ccccc1[N+](=O)[O-])N1CCCCC1 (centres undefined) | -5 | 1.0 | 104 | -0.8 | 0 | 13 | -1 | -2 | 6 | 4
Nc1nonc1-n1nnc(C(=O)N/N=C/c2ccc(Br)cc2)c1CSC1=NCCS1 | 5 | 0.6 | 94 | 2.7 | -3 | 0 | -5 | 2 | -1 | -15
Cc1cccc(NC(=O)CN2C(=O)CSC2=O)c1 | 2 | 0.7 | 104 | -3.1 | -1 | -23 | 0 | 6 | 1 | 16
O=C(NCCc1ccccc1)c1ccc(Cl)c(S(=O)(=O)N2CCCC2)c1 | -4 | 1.0 | 104 | 0.6 | -2 | 0 | / | -1 | 3 | -2
COc1cc(SC)ccc1C(=O)N1CCN(Cc2ccc3c(c2)OCO3)CC1 | -5 | 1.7 | 118 | 1.1 | 6 | -10 | -2 | -1 | -1 | -5
COc1ccc(NS(=O)(=O)c2cccc(C(=O)NCc3cccnc3)c2)cc1 | 1 | 0.3 | 122 | -1.2 | 2 | 16 | -2 | 0 | -2 | 7
O=c1c(Cc2ccc(Cl)cc2Cl)c(O)ccn1CC(F)(F)F | -12 | 1.4 | 100 | -2.5 | -6 | 3 | 1 | 9 | 5 | 11
CC(C#N)On1c(SC(C)C#N)nc2ccccc2c1=O (centres undefined) | 0 | -1.3 | 100 | -2.7 | 4 | 11 | -2 | -3 | 1 | 12
COCCOCC(O)CN1CCN(c2ccccc2)CC1 (centres undefined) | -5 | 0.7 | 104 | 0.2 | -1 | 2 | / | 3 | 2 | -1

A second format for some results above.
Results follow in this order: Cardiac RTF inh	LANA DNA inh	DSG3 Ab inh	OPRM1-OPRD1 ag	Keap1-Nrf2 PPI	Arr AP2 block	Wnt act	cardiac RTF act	V-ATPase pH	OPRM1-OPRD1 inv
- Cc1cccc(NC(=S)N2CCN(C(=O)C3CCCO3)CC2)c1 (centres undefined)
  -6	0.6	/	1.1	-5	-9	/	1	0	-6
- COc1ccc(CN2C(=O)c3ccccc3C2=O)cc1C(=O)O
  -12	-2.6	96	-1.1	-5	10	1	-4	1	5
- O=C(C1CCCCN1S(=O)(=O)c1ccccc1[N+](=O)[O-])N1CCCCC1 (centres undefined)
  -5	1.0	104	-0.8	0	13	-1	-2	6	4
- Nc1nonc1-n1nnc(C(=O)N/N=C/c2ccc(Br)cc2)c1CSC1=NCCS1
  5	0.6	94	2.7	-3	0	-5	2	-1	-15
- Cc1cccc(NC(=O)CN2C(=O)CSC2=O)c1
  2	0.7	104	-3.1	-1	-23	0	6	1	16
- O=C(NCCc1ccccc1)c1ccc(Cl)c(S(=O)(=O)N2CCCC2)c1
  -4	1.0	104	0.6	-2	0	/	-1	3	-2
- COc1cc(SC)ccc1C(=O)N1CCN(Cc2ccc3c(c2)OCO3)CC1
  -5	1.7	118	1.1	6	-10	-2	-1	-1	-5
- COc1ccc(NS(=O)(=O)c2cccc(C(=O)NCc3cccnc3)c2)cc1
  1	0.3	122	-1.2	2	16	-2	0	-2	7
